HCMV inh – blocks human cytomegalovirus replication | HFF cells, HCMV-luciferase reporter, 72 h; stronger effect = lower value | activity change, negative = inhibition, % at 57.5 µM | 410,000 tested, 4.5% active; in the data active = activity change below about -60%; inconclusive = no clear call, values can overlap the other calls; inactive = above about -39%
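After 16 h attachment at 37C, HFF cells received test compound and HCMV-luciferase (1 PFU/cell); reporter luminescence read 72 h later, data normalized against buffer-only and known inhibitor Salinomycin.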
Sm TGR block – inhibitors of Schistosoma mansoni thioredoxin glutathione reductase. purified TGR, DTNB reduction, TNB absorbance 405 nm. Potency, µM (titrated, usually from 114 µM), for inactives: top-dose activity change, negative = inhibition, actives largely listed as inhibitors. 360,000 tested, 3% active. AID 485364; also: potency is read from the fitted curve at half-maximal effect; nearly all actives have a fitted effect of over 60% in size
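Kinetic colorimetric format: TGR-catalysed, NADPH-driven DTNB reduction monitored via TNB absorbance. Enzyme dispensed at 20 nM; compound exposure 15 min at room temperature before reaction start.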
AmpC inh detg – blocks E. coli AmpC beta-lactamase in detergent assay | 370,000 tested, 0.041% active | AmpC hydrolysis of nitrocefin, absorbance 480 nm, 0.01% Triton | Potency, µM (titrated, usually from 114 µM), inactives show top-dose activity change, negative = inhibition, hits mostly inhibitors | P00811 | AID 485294;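 also: potency is read from the fitted curve at half-maximal effect; 0% = no-compound wells and -100% = no-enzyme wells; nearly all actives have a fitted effect of over 25% in size; some results filed as inactive show a strong effect at the top dose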
Target sequence (P00811 whole entry, looked up): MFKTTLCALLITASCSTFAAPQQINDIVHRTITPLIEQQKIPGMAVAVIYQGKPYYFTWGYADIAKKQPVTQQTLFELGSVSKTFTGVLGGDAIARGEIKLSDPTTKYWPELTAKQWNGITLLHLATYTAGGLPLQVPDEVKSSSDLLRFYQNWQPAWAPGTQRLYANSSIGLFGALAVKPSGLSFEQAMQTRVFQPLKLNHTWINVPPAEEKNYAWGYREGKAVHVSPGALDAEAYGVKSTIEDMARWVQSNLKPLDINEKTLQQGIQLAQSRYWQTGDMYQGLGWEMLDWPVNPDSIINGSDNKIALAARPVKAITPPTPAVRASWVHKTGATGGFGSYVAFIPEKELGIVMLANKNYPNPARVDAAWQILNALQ
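AmpC (5.3 nM in the dispensed reagent) in 20 mM phosphate pH 7.0 with 0.01% (detergent screen) or 0.0001% Triton X-100 was preincubated with compounds for 15 min at room temperature. Nitrocefin was then added from an 800 uM solution, and hydrolysis was followed at 480 nm.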
LmPK inhibitor – LmPK (Leishmania mexicana) enzyme inhibition | 290,000 tested, 0.37% active | purified LmPK, Kinase-Glo ATP luminescence, 1 h | Potency, µM (highest dose often 57.5 µM), for the others: at the highest dose activity change, negative = inhibition, hits mostly inhibitors | Q27686; also: potency is read from the fitted curve at half-maximal effect
Target sequence (Q27686 whole entry, looked up): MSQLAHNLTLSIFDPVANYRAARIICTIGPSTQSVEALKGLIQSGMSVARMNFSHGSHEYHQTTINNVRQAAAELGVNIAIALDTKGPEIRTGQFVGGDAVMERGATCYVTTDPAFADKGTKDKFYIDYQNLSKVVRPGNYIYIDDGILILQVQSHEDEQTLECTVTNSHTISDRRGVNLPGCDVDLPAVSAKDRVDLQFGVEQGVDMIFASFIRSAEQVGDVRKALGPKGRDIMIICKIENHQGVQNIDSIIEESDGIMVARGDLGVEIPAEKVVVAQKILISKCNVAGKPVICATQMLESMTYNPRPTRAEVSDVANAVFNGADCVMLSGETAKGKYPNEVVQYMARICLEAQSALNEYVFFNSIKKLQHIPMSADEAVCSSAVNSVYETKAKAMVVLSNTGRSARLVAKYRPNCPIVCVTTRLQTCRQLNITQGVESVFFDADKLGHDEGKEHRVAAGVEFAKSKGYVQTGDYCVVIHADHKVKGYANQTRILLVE
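Purified LmPK (0.1 nM) with 0.5 mM PEP and 0.1 mM ADP in imidazole buffer pH 7.2 with MgCl2/KCl, 1 h at room temperature. ATP formed was read by luciferase luminescence and normalized to no-enzyme and uninhibited controls.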
AMA1-RON2 inh – AMA1-RON2 (P. falciparum) interaction inhibition; AlphaScreen AMA1-biotinylated RON2 peptide binding; 360,000 tested, 0.2% active; Potency, µM (doses to about 58.2 µM), without a hit: at the highest dose activity change, negative = inhibition, actives largely listed as inhibitors;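 also: potency is read from the fitted curve at half-maximal effect; 0% = vehicle wells and -100% = peptide control; nearly all actives have a fitted effect of over 45% in size; some results filed as inactive show a strong effect at the top dose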
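AMA1 (3D7) with his tag at 25 nM final met compounds first, then biotinylated RON2 peptide at 25 nM; detection used donor plus acceptor beads, 10 µg/mL apiece, read by AlphaScreen after 30 min at room temperature.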
TbPYK inhibitor – T. brucei pyruvate kinase inhibition; TbPYK enzyme, Kinase-Glo Plus ATP luminescence, 45 min; Potency, µM (titrated, usually from 76.8 µM), for the others: at the top dose activity, negative = inhibition, usual class: inhibitors; 410,000 tested, 0.12% active; AID 624173; also: potency is read from the fitted curve at half-maximal effect; nearly all actives have a fitted effect of over 50% in size
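ADP (130 uM final) triggers the TbPYK reaction after compound addition; incubation is 45 min at room temperature. Kinase-Glo Plus is then added and luminescence imaged. Normalized data are fitted to concentration-effect curves.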
AmpC no deterg – blocks E. coli AmpC beta-lactamase in detergent-free assay; Potency, µM (highest dose often 57.1 µM), without a hit: at the top dose activity change, negative = inhibition, actives largely listed as inhibitors; AmpC nitrocefin hydrolysis, absorbance 480 nm, 0.0001% Triton; P00811; 330,000 tested, 0.52% active; AID 485341;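 also: potency is read from the fitted curve at half-maximal effect; plate controls were no compound for no effect and no enzyme for full effect; nearly all actives have a fitted effect of over 20% in size; some results filed as inactive show a strong effect at the top dose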
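20 mM phosphate pH 7.0 + 0.01% (detergent screen) or 0.0001% Triton X-100; 5.3 nM AmpC reagent; cpd preinc 15 min RT; nitrocefin (800 uM stock) to start; A480 q20 s × 4 min; Activity was normalised to no-enzyme and no-compound control wells.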
The depositor's hits bear a star; ? = inconclusive; nt = no result given; [ ] = dose if it differs, or a comment. Unless noted, calls follow the shape of the dose curve; as a rule, active = well fitted curve in the direction sought with a large enough effect; inconclusive = small, poorly fitted or top-dose-only effect, or another doubt; inactive = no such curve, though single readings can be large; an effect the other way counts as inactive or inconclusive. Unless noted, % is scaled to controls: 0 for no effect and ±100 for the full control effect.

SMILES	HCMV inh	Sm TGR block	AmpC inh detg	LmPK inhibitor	AMA1-RON2 inh	TbPYK inhibitor	AmpC no deterg
CC(CCC(=O)O)(c1ccc(O)cc1)c1ccc(O)cc1	22.7	0.0%	-7.5%	nt	2.2%	-1.7%	-12.1%
Cc1ccc(S(=O)(=O)N(C)C)cc1NC(=O)COC(=O)CC1CCCC1	-14.0	0.2%	-0.2%	nt	3.7%	-11.3%	-7.4%
OCc1ccccc1OCCCOc1cccc2cccnc12	2.2	-1.2%	?	-6.6%	2.8%	-3.4%	4.4%
Cc1ccc(N2CC(C(=O)Nc3nnc(SCCN4CCOCC4)s3)CC2=O)cc1C (stereo not given)	-4.8	-21.0%	1.2%	1.5%	8.5%	-26.5%	138.4%[activator]
N#CCSc1nnc(Cc2ccc3c(c2)OCO3)o1	23.2	1.1%	?	-3.4%	25.4%	3.3%	96.2%[activator]
CC(C)c1ccc(S(=O)(=O)Nc2ccc(SC(F)F)cc2)cc1	-13.9	2.6%	-5.5%	-1.1%	3.2%	2.3%	-29.6%
CCC(=O)Nc1ccc(S(=O)(=O)NCc2ccc3c(c2)CCN3C(=O)c2ccc(C)cc2)cc1	?	3.0%	2.4%	nt	nt	1.8%	nt
O=C(C[C@H]1C/C=C\CC[C@H](Cc2ccc(F)cc2)C(=O)O[C@@H](c2ccccc2)CNC1=O)N[C@@H](CO)Cc1ccccc1	-5.5	nt	nt	nt	-3.1%	5.9%	148.6%[activator]
O=C(Nc1cccc(Cl)c1N1CCOCC1)c1cc([N+](=O)[O-])ccc1N1CCOCC1	56.0	7.6%	-2.9%	3.3%	-13.3%	-9.5%	-0.8%
CC(=O)NCC(=O)OCC(=O)Nc1nc(-c2ccccc2)cs1	-30.4	6.6%	?	0.1%	6.4%	1.6%	-11.8%[11.4 µM]
O=C(Nc1ccccc1-c1nnc(SCc2ccc(Cl)cc2)o1)c1ccccc1	-3.9	-3.8%	4.4%	6.6%	-2.1%	4.4%	?
N#CCCn1cc(C(=O)Nc2ccccc2Br)c(-c2cccs2)n1	?	0.0%	?	0.6%	-8.4%	2.1%	13.2%
CCN(CC)S(=O)(=O)c1ccc(O)c(NC(=O)CN2CCc3ccccc3C2)c1	-36.0	6.9%	2.5%	9.5%	97.6%[activator]	-9.2%	-32.4%
CC(C)c1ccc(S(=O)(=O)c2nnn3c2nc(N2CCCCC2)c2sccc23)cc1	29.1	0.0%	-0.9%	nt	nt	-0.2%	nt
COc1ccc(N=c2oc3ccccc3cc2C(=O)Nc2ccccn2)cc1OC	nt	3.5%[57.1 µM]	-8.0%	-20.7%	nt	nt	-0.2%
CC(C)CCNS(=O)(=O)c1ccc(N2CCCCS2(=O)=O)cc1	-25.8	3.4%	-7.0%	nt	nt	0.8%	nt
Cc1ccc(S(=O)(=O)N2CCCCC2)cc1NC(=O)COC(=O)c1ccccc1F	78.1	22.9%	8.8%	-6.0%	18.2%	4.5%	-17.8%
CC1CCN(C(=O)c2cc(-c3ccc4c(c3)OCO4)on2)CC1	16.1	?	4.5%	0.2%	-3.3%	-3.1%	0.2%
CC(=O)c1cccc(NC(=O)c2cccc(S(=O)(=O)N(C)C)c2)c1	-16.1	-15.8%	2.0%	3.5%	-0.1%	-17.7%	-25.7%
CCOc1ccc(S(=O)(=O)N(CC(=O)N2CCC(C(N)=O)CC2)c2ccc(F)cc2)cc1	55.3	0.6%	-0.2%	-2.1%	-17.0%	2.1%	94.6%[activator]
CN(C)S(=O)(=O)N1CCC(n2nccc2NC(=O)CCCc2ccccc2)CC1	-22.2	-3.0%	-1.2%	-0.1%	-6.7%	-10.4%	14.1%
Cc1nn(C)cc1C(C(=O)NC1CCCCC1)N(C(=O)Cc1cccs1)c1ccc(Cl)cc1 (stereo not given)	?	-14.2%	-3.4%	0.9%	-4.1%	-10.3%	8.6%
CC(C)CNC(=S)N1CCC(C(=O)c2ccc3c(c2)OCCO3)CC1	-63.3*	nt	-10.1%	4.6%	-1.2%	-6.6%	2.0%
O=S1(=O)CC(N2CCN(CCO)CC2)CN1Cc1cn(Cc2ccc(F)cc2)nn1 (stereo not given)	-3.6	nt	nt	nt	-0.3%	1.2%	nt
CCN(CC)CCCNCC(=O)Nc1ccc2c(c1)CCC2	19.0	2.0%	-0.4%	-8.6%	4.1%	-7.6%	-9.4%
Cn1c(=O)oc2cc(S(=O)(=O)Nc3cccc(F)c3)ccc21	-6.5	-0.9%	-1.4%	4.1%	0.1%	-2.5%	-12.8%
CC(C)OC(=O)Cn1c(=O)oc2ccccc21	nt	0.1%	4.1%	4.1%	-2.2%	3.4%	-0.7%
CC(C)(c1ccc(O)c([N+](=O)[O-])c1)c1ccc(O)c([N+](=O)[O-])c1	-32.8	nt	nt	nt	4.1%	7.0%	nt
CN1C(=S)SC(C)(C)C1(C)NO (stereo not given)	4.7	0.0%	-4.8%	1.9%	8.3%	2.7%	-13.3%
CCc1ccc(-n2cnc3cc(C(=O)NCC(OC)OC)ccc32)cc1	-7.5	7.4%	-2.8%	5.3%	-6.5%	-3.8%	17.0%
COC(=O)/C(C#N)=C/c1c(N2CCN(C)CC2)nc2ccccn2c1=O	0.9	-7.3%	-2.0%	1.5%	-16.6%	-6.6%	-18.0%
Cc1ccc(CNC(=O)CCC(=O)N2CCSc3ccccc32)cc1	-8.4	-7.7%	-7.5%	nt	nt	-1.8%	nt
CCOC(CNC(=O)Cn1nc(C)c2ccccc21)OCC	26.6	2.0%	2.0%	4.9%	-1.8%	3.0%	5.2%
Cc1ccc(C)c(CC(=O)N2CCCCC2c2cc(C(=O)Nc3ccc(F)c(Cl)c3)no2)c1 (stereo not given)	8.5	nt	nt	nt	9.5%	2.7%	nt
CCS(=O)(=O)c1nc(S(=O)(=O)c2ccc(C)cc2)c(NCCCN(C)C)s1	-21.8	-7.6%	1.9%	2.1%	7.4%	-1.0%	65.2%[activator]
COc1ccc(NC(=O)N2CCN(c3nc4ccccc4n3C(C)C)CC2)cc1	-35.3	0.0%[57.1 µM]	1.3%	0.0%	3.3%	-5.6%	6.6%
Cc1onc(-c2ccccc2Cl)c1C(=O)NCc1ccc2c(c1)cc(C)n2C	-16.7	0.2%	3.8%	5.9%	-26.2%	-6.2%	-8.4%
CCn1c(SCC(=O)N/N=C/C=C/c2ccccc2[N+](=O)[O-])nnc1-c1ccccc1	33.0	-1.7%	5.5%	3.1%	11.2%	-7.1%	-13.1%
CN(C)S(=O)(=O)c1ccc(N2CCCC2)c(C(=O)Nc2ccccc2)c1	-67.4*	-2.1%	-14.1%	nt	-5.3%	-1.8%	-13.8%
C=Cc1ccc(Cn2c(=O)n(-c3ccccc3C)c(=O)c3c4c(sc32)CN(C(C)=O)CC4)cc1	-0.8	3.7%	16.9%	nt	nt	-2.7%	nt
Nn1c(Cc2ccc(F)cc2)n[nH]c1=S	-23.4	6.4%	1.7%	9.3%	32.6%[activator]	-20.7%	-25.1%
Cc1ccc(-n2ncc3c(NCCCn4ccnc4)ncnc32)cc1C	70.3	-1.4%	-0.5%	nt	nt	0.9%	nt
CC1(C(=O)NS(=O)(=O)c2cccc(OC(F)F)c2)CCN1C(=O)CCc1cccs1 (stereo not given)	-20.8	nt	nt	nt	-6.3%	3.5%	nt
CSCCC(NC(=O)COc1ccccc1)C(=O)N1CCCCC1 (stereo not given)	-3.7	-4.9%	9.3%	-4.7%	-6.9%	7.8%	9.4%
Cc1cc(=O)[nH]c(N/N=C/c2cccc(Br)c2)n1	43.3	-15.0%	?	3.3%	36.5%[activator]	-1.7%	-22.1%
Cc1csc(/N=C/c2ccc([N+](=O)[O-])cc2)n1	22.5	-32.4%	?	0.9%	9.3%	14.3%	-32.6%
COc1cccc(NC(=O)CCC2CCN(Cc3nccs3)CC2)c1	17.6	4.6%	9.1%	-1.0%	9.8%	-7.4%	6.2%
NNC(=O)c1oc2nc(-c3ccccc3)cc(-c3ccccc3)c2c1N	-26.2	-1.7%	-3.7%	-1.6%	50.6%[activator]	1.1%	29.6%

Single values from the results shown:
NNC(=O)c1oc2nc(-c3ccccc3)cc(-c3ccccc3)c2c1N in AMA1-RON2 inh reads 50.6%[activator]
CSCCC(NC(=O)COc1ccccc1)C(=O)N1CCCCC1 (stereo not given) in AmpC no deterg reads 9.4%

The list goes on.
SMILES	HCMV inh	Sm TGR block	AmpC inh detg	LmPK inhibitor	AMA1-RON2 inh	TbPYK inhibitor	AmpC no deterg
COc1ccc2c(CNCc3cccs3)c(C(=O)O)n(Cc3ccc(C)cc3)c2c1	8.4	-1.1%	-8.5%	nt	nt	0.0%	nt
COc1ccc(NC(=O)CN(C)CC(=O)Nc2ccc(Cl)cc2[N+](=O)[O-])cc1	-9.9	-1.4%	4.5%	11.9%	20.3%	-21.5%	52.4%
Cc1ccc(-n2c(N)cc(=O)nc2SCC(=O)N2CCN(c3ccccc3)CC2)cc1C	-5.9	3.9%	-7.4%	4.2%	-0.4%	2.0%	165.8%[activator]
CC(=O)Oc1ccc(Oc2ccc(-c3noc(C)n3)cc2)cc1	-13.9	-7.6%	-3.8%	-6.3%	1.5%	6.6%	-5.3%
O=C(CSc1nc(O)c(Cc2ccccc2)c(=O)n1-c1ccccc1)N1CCOCC1	18.8	1.8%	-1.3%	5.1%	2.2%	3.6%	-7.6%
O=C(COc1ccccc1)NCC(=O)N/N=C/c1cccs1	?	0.0%	?	-1.3%	54.8%[activator]	-2.4%	-13.1%
CC(=O)c1cccc(NC(=O)C(C)OC(=O)CCCN=C2NS(=O)(=O)c3ccccc32)c1 (stereo not given)	-11.2	0.5%	-17.4%	nt	-6.1%	-1.4%	-29.0%
O=C(CNc1ccccc1OC(F)F)N1CCc2ccccc21	13.4	0.4%	-2.0%	-5.6%	4.4%	-3.4%	-26.0%
COc1ccccc1C(=O)N/C(=C\c1cn(S(=O)(=O)N(C)C)c2ccccc12)C(=O)NCCCn1ccnc1	7.0	1.3%	16.4%	nt	nt	-0.2%	nt
COCc1ccc(C(=O)NC2CCCN(Cc3ccccc3F)C2)o1 (stereo not given)	-11.4	-32.1%	1.4%	-15.9%	-4.4%	-1.5%	-12.9%
C[Si](C)(C)n1ccnc1	-27.9	-6.9%	?	-5.9%	-10.1%	4.6%	-2.3%
COc1ccc(NC(=O)Cn2c(=O)n(Cc3ccccc3OC)c(=O)c3cccnc32)cc1Cl	-38.7	4.0%	26.1%	nt	nt	-8.2%	nt

Screens deposited in PubChem by National Center for Advancing Translational Sciences (NCATS).

Compounds as they come; any-hit rate near 7.4%.
